Compound activity as filed in PubChem.
HCV NS3 hel inh: blocks Hepatitis C virus NS3 helicase unwinding; NS3 helicase DNA unwinding, Cy5 molecular beacon fluorescence; inhibition, % at 10.9 µM; actives 0.56% (n = 290,000); AID 1800;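 active = inhibition above the mean of all tested compounds plus 3 SD, set per campaign, cut at about 35% in these data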;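 also: 0% = DMSO wells and 100% = thioflavine S control wells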
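assay system = NS3 helicase fragment of HCV | buffer or medium = MOPS pH 6.5, MgCl2, DTT, Tween20, BSA | timing = 60 min unwinding reaction at 25 °C after ATP addition | signal = Cy5 beacon fluorescence read at start and 1 h | read-out basis = % inhibition of unwinding | control set = low DMSO, high thioflavine S at 110 µM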
V1aR counter: counter-screen for oxytocin receptor agonists: human V1a receptor agonists. activation, % at 3 µM. AID 2797. CHO-V1R cells, Fluo-8 calcium fluorescence, agonist mode; 0% DMSO, 100% 3 nM vasopressin. P37288. actives 0.25% (n = 320,000);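 active = activation above the mean activation of all tested compounds plus 3 SD, per screening run, cut at about 20% in these data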;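 also: signal is peak over basal fluorescence ratio across a 100 second FLIPR read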
Target sequence (P37288 whole entry, looked up): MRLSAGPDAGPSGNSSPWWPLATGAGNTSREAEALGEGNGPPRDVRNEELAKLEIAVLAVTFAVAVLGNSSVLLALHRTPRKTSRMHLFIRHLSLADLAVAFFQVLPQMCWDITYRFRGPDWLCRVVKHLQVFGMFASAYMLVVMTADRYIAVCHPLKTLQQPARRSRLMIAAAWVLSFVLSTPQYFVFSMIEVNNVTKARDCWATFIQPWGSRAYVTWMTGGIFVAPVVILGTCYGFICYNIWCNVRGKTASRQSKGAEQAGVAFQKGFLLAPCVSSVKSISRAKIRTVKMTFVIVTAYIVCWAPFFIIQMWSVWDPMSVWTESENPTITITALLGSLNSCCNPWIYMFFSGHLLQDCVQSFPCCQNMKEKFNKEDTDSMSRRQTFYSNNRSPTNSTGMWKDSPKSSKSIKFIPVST
OXTR agonist: agonists of human oxytocin receptor; actives 0.32% (n = 320,000); CHO-OTR cells, Fluo-8 calcium fluorescence; normalized: DMSO 0%, oxytocin 100%; activation, % at 3 µM;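 active = activation above the mean of all tested compounds plus 3 SD, cutoff set per screening run, cut at about 20% in these data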;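 also: peak over basal fluorescence ratio from a 100 s FLIPR kinetic read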
FID counter: displaces DNA intercalator in HCV helicase counter-screen | AID 1845 | DNA fluorescent intercalator displacement, fluorescence | actives 0.17% (n = 290,000) | inhibition, % at 7.9 µM; in the data active = inhibition above about 37%;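 also: 0% = vehicle and 100% = reference compound; higher means more ethidium bromide displaced from hairpin DNA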
VIM-2 inh: blocks Pseudomonas aeruginosa VIM-2 metallo-beta-lactamase | inhibition, % at 5.6 µM | AID 1527 | purified VIM-2, nitrocefin hydrolysis, epi-absorbance fluorescence | actives 0.89% (n = 290,000);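 active = inhibition above the mean of all tested compounds plus 3 SD, cutoff set per screening run, cut at about 7.5% in these data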;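 also: red hydrolysis product quenches plate fluorescence so inhibitors raise well fluorescence; 0% = enzyme with DMSO and 100% = DMSO without enzyme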
PHOSPHO1 inh: blocks human PHOSPHO1 phosphatase activity | recombinant PHOSPHO1, absorbance phosphatase assay | inhibition, % at 13.3 µM | actives 1.1% (n = 290,000) | AID 1565; in the data active = inhibition above about 60%
Target sequence (Q8TCT1 whole entry, looked up): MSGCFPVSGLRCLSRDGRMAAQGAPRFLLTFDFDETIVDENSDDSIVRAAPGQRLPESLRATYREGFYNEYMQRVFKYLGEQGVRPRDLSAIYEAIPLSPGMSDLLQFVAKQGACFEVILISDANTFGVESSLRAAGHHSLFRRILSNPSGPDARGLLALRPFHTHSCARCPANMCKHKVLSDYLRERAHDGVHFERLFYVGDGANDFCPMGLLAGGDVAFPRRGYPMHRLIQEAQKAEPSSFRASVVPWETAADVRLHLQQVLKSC
IMP-1 inhibitor: blocks Pseudomonas aeruginosa IMP-1 metallo-beta-lactamase | actives 0.45% (n = 290,000) | inhibition, % at 5.6 µM | purified IMP-1, nitrocefin hydrolysis, epi-absorbance fluorescence;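 active = inhibition above the mean plus 3 SD of all compounds in the same screening run, cut at about 4.5% in these data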;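 also: 0% = IMP-1 with DMSO and 100% = DMSO wells lacking enzyme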
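System – purified recombinant IMP-1 beta-lactamase · Input – IMP-1 dispensed at 0.2 nM · Timing – 15 min preincubation plus 25 min reaction at 25 °C · Signal – Epi-absorbance fluorescence, 480 nm excitation, 530 nm emission · Measure – percent IMP-1 inhibition derived from blank-referenced optical density · Controls – Enzyme-plus-DMSO low control, enzyme-free DMSO high control · Replication – singlicate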
GPR7 antag: blocks human GPR7 receptor signaling | GPR7-expressing cells, fluorescence antagonist assay | inhibition, % at 4.4 µM | actives 1.1% (n = 290,000) | AID 1861; in the data active = inhibition above about 16%, passing the limit was not always enough;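 also: cells stimulated with the agonist NPW; 0% = agonist with vehicle and 100% = vehicle without agonist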
Target sequence (P48145 whole entry, looked up): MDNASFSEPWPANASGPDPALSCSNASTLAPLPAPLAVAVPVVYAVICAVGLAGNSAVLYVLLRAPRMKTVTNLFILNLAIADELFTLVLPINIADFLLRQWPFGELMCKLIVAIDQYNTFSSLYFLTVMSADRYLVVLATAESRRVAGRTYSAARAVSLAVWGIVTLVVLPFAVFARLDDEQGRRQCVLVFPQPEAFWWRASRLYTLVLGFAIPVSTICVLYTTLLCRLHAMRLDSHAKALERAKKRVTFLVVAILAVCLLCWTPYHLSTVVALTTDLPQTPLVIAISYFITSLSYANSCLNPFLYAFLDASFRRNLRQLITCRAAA
GalR3 antag: blocks the human galanin receptor 3; O60755; HEK293 GalR3-CNG cAMP membrane potential fluorescence; galR3 body fused to GalR1 C-terminus; inhibition, % at 3 µM; actives 0.44% (n = 360,000);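 active = inhibition above the screen-wide average plus 3 SD, cut at about 13% in these data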;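 also: forskolin and galanin both at EC90 stimulate the cells; cAMP rise reported by CNG channel membrane potential dye signal; 0% = forskolin plus galanin with DMSO and 100% = forskolin alone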
Starred values were filed as active, the others as inactive; · = not tested or not shown.

Structure,HCV NS3 hel inh,V1aR counter,OXTR agonist,FID counter,VIM-2 inh,PHOSPHO1 inh,IMP-1 inhibitor,GPR7 antag,GalR3 antag
CN1CCC(N(C)CC(=O)Nc2ccc3c(c2)OC(F)(F)O3)CC1,-7,0.8,0.0,12,0.2,19,-0.2,-7,-5
CCCn1nnnc1SCC(=O)N1C(C)CCCC1C (stereo unspecified),-9,1.5,0.4,-11,-2.0,0,-2.3,3,-7
CC(C)(C)c1cc(C(=O)NNC(=O)c2ccc(Cl)cc2)no1,15,1.7,1.4,-4,-2.4,20,-3.5,-12,0
COc1cc(CN2CCC(Cc3ccccc3)CC2)cc(OC)c1OC,0,·,·,8,-1.6,19,0.6,-7,-11
CCOC(=O)C1=C(O)/C(=C/c2ccc(CNC(=O)C(=O)Nc3ccc(C)cc3)o2)N=C1C,11,0.8,-0.5,-9,-2.2,22,-4.0,-13,2
COc1ccc(-n2cc(CNCc3cccnc3)c(-c3cccc(F)c3)n2)cc1,-25,2.0,4.3,5,-1.8,40,-2.8,-3,0
Cc1ccc(/C=N\NC(=O)/C(=C\Nc2nccc(C)n2)NC(=O)c2ccccc2)cc1,-7,0.0,-0.2,-20,-3.1,43,-3.3,-16,-7
O=C(NCC1(c2ccccc2)CCCC1)c1ccc(Br)cc1,-1,-0.1,-1.8,-18,0.0,-11,-1.6,-14,3
O=C1CCC(C(=O)N2CCN(c3ccccc3)CC2)CN1CC1CCCCC1 (stereo unspecified),-11,2.1,0.5,-51,0.1,18,-0.5,7,-2
Cn1c(=O)c2ncn(CC(=O)Nc3ccc(N4CCOCC4)cc3)c2n(C)c1=O,-10,-0.2,0.2,2,-1.0,29,-2.3,-6,-3
C/C(=N\OCC(=O)Nc1ccccc1C(C)(C)C)c1ccc2c(c1)OCCO2,0,0.6,-1.8,-30,-2.9,-14,-2.2,1,-4
O=[N+]([O-])c1cc2c(cc1/C=N/n1c(-c3ccccn3)n[nH]c1=S)OCO2,34,1.6,0.7,-15,1.6,74*,-5.6,-9,8
Cn1cnnc1SCC(=O)Nc1ccc2nc(SCc3ccccc3)sc2c1,-17,9.7,10,-3,-0.7,5,-0.9,25,7
CC(C)n1c(CN2CCN(C)CC2)nc2c1c(=O)n(C)c(=O)n2C,1,0.5,-0.2,-3,-2.4,·,-1.4,-11,-4
CC1(C)Cc2nc3oc4c(NCCCN5CCOCC5)ncnc4c3cc2CO1,17,1.6,0.4,3,2.3,30,0.3,-7,-5
Cc1cc(C(C)(C)C)ccc1OCCCCN1CCCC1,-42,11,12,21,-3.2,21,-2.0,-2,3
COc1ccc(CCNC(=O)Cn2c(=O)[nH]c3ccsc3c2=O)cc1OC,-7,1.2,-0.2,-1,-1.5,7,-4.9,-10,6
CCOC(=O)C(Cc1ccccc1)C(=O)NCc1ccccc1 (stereo unspecified),0,-0.1,0.0,-4,-1.0,24,-2.1,-7,-13
CCOc1ccc(-c2nc(CSCC(=O)N3CCN(C(=O)c4ccco4)CC3)c(C)o2)cc1,2,4.6,0.9,-24,-1.3,-4,1.2,-5,-3
COc1ccc(CCN2CC(C(=O)NCc3ccco3)CC2=O)cc1OC (stereo unspecified),-10,-0.1,1.1,-8,-1.8,8,-2.6,3,-1
Cc1nc(Nc2ccc(S(=O)(=O)N3CCCC3)cc2)c2nnn(Cc3ccccc3)c2n1,-1,2.8,1.2,0,-1.6,-9,-1.9,6,-2
Cc1cccc(Nc2nc(N)c([N+](=O)[O-])c(N3CCCC(C)C3)n2)c1 (stereo unspecified),-100,0.5,-1.4,-7,0.3,-13,0.4,-24,-6
Cc1cc(NC(=O)c2cccc(COc3ccc(Br)cc3)c2)no1,1,1.7,0.6,-1,-4.0,-3,-2.2,-13,-1
Cc1ccc(S(=O)(=O)N=S(CCO)CCO)cc1,8,0.5,-0.1,-8,-2.2,-4,-0.4,-8,0
CCCCCCCN1C(Nc2ccccc2)=NC[C@@H]1CC(C)C,-67,4.0,10,31,1.6,-2,2.3,44*,-11
CC(=O)c1cccc(CN2CCC(C(=O)Nc3cccc(-c4ccn[nH]4)c3)CC2)c1,-45,0.2,-0.2,20,1.4,31,1.5,2,1
O=C(CN1C(=O)CC(c2ccccc2)Sc2ccccc21)NCC1CCCO1 (stereo unspecified),2,0.6,1.4,-27,-2.3,-7,-2.0,-11,-5
O=C1NC2(CCCC2)Oc2ccccc21,2,0.9,0.3,-5,-4.7,2,-3.1,-12,-3
COc1ccc(NC(=O)COc2ccccc2Cc2ccccc2)cc1S(N)(=O)=O,-22,12,13,-28,-2.1,35,-1.8,42*,-8
CCN1CCN(CC(O)COCCOc2ccc(Br)cc2)CC1 (stereo unspecified),-17,0.2,1.7,8,-0.8,-7,-1.9,-3,3
N#CCCn1cc(/C=N/O)c(-c2ccccc2)n1,-3,1.0,0.8,0,-3.6,-5,-3.4,-13,-7
O=C(c1cccnc1)C1CCCN(Cc2nc(Cc3ccccc3)no2)C1 (stereo unspecified),3,1.8,1.5,-21,1.1,48,-1.2,1,0
CCCCN(C(=O)Nc1ccc(OCC)cc1)C1CCN(C(C)=O)CC1,26,0.6,0.0,-16,-3.7,15,-1.3,-10,-5
O=C(CN(c1ccccc1)S(=O)(=O)c1ccccc1)Nc1ccc(F)cc1,-20,1.6,-2.2,-12,-2.7,18,-1.7,-12,-12
Cc1ccc(S(=O)(=O)/C(C#N)=C/c2c(N3CC(C)OC(C)C3)nc3ccccn3c2=O)cc1 (stereo unspecified),1,-0.3,-1.5,-12,0.8,33,-2.3,-4,-1
COc1ccc2oc3ccccc3c(=O)c2c1,2,-0.8,-1.8,-1,0.1,46,-2.9,-23,-4
O=S(=O)(Nc1ncccn1)c1ccc(NC(=S)NCc2cccnc2)cc1,-5,1.2,0.0,-2,2.3,-33,-4.0,0,-3
CCC(=O)OCC(=O)Nc1cc(C)c(C)cc1[N+](=O)[O-],1,-0.4,-0.8,0,-3.2,1,-4.2,-1,-7
CCOC(=O)N1CCN(S(=O)(=O)N2CCCC(C(=O)NCc3cccc(OC)c3)C2)CC1 (stereo unspecified),0,0.4,-1.1,-33,-1.5,23,-3.2,-9,-8
Cc1ccc(-c2nnn(CC(=O)N(c3cnc4ccccc4c3)C(C(=O)NC3CCCC3)c3ccncc3)n2)o1 (stereo unspecified),36,0.5,-0.7,-6,-0.3,20,0.5,-7,1

3 of the entries above in order of the PHOSPHO1 inh value, low to high:
SMILES	HCV NS3 hel inh	VIM-2 inh	PHOSPHO1 inh	IMP-1 inhibitor	GPR7 antag	GalR3 antag
Cc1nc(Nc2ccc(S(=O)(=O)N3CCCC3)cc2)c2nnn(Cc3ccccc3)c2n1	-1	-1.6	-9	-1.9	6	-2
Cc1ccc(S(=O)(=O)/C(C#N)=C/c2c(N3CC(C)OC(C)C3)nc3ccccn3c2=O)cc1 (stereo unspecified)	1	0.8	33	-2.3	-4	-1
COc1ccc2oc3ccccc3c(=O)c2c1	2	0.1	46	-2.9	-23	-4

Later entries.
Structure,HCV NS3 hel inh,V1aR counter,OXTR agonist,FID counter,VIM-2 inh,PHOSPHO1 inh,IMP-1 inhibitor,GPR7 antag,GalR3 antag
CC(C)CC(Nc1ncnc2scc(-c3ccccc3)c12)C(=O)O (stereo unspecified),28,-0.1,-0.7,-36,3.0,44,1.2,-7,-3
COc1ccc2c(c1OC)C(=O)N1C2SC[C@H]1C(=O)NC1CC(C)(C)NC(C)(C)C1 (stereo partly specified),9,·,·,17,-3.2,-6,-3.3,-11,4
CCn1ncc(Br)c1C(=O)Nc1ccccc1C(F)(F)F,0,-0.7,-1.2,-13,-2.6,1,-1.7,-21,-10
COc1ccc(Cl)cc1-n1c(N)c(C(N)=O)sc1=S,6,1.3,2.6,3,0.5,100*,0.5,8,·
CCOCC(=O)Nc1nnc(C2CCCCC2)s1,5,0.3,-0.2,-13,-5.4,24,-2.9,7,-3
Cc1ccc(C(=O)N2CCN(c3ccccn3)CC2)cc1,0,-0.7,0.4,-8,-1.2,34,-3.2,-4,-6
O=C(COc1ncnc2ccccc12)NCCc1ccccc1,0,0.9,0.2,-1,-0.1,32,-1.6,-5,-8
COCCCNC(=O)c1cc(C(=O)c2ccccc2Br)c[nH]1,-9,1.1,0.4,-2,-2.1,53,-0.8,3,-4
COC(=O)C1=C(NC(=O)c2cccc(OC)c2)CCS1,-2,-1.2,-1.1,-4,5.1,-87,1.6,-4,·
COc1cc(Cl)ccc1OCc1cc(C(=O)N2CCN(c3ccccn3)CC2)no1,-13,5.6,1.9,-54,-0.8,34,-0.1,-8,-11
Brc1ccc(-c2nc(-c3ccccn3)no2)o1,-2,-0.2,-1.3,-2,-0.8,2,-4.9,-9,2
COc1ccc2cc(C(=O)C3CCCN(C(=O)C4=NN(C)C(=O)CC4)C3)ccc2c1 (stereo unspecified),-3,1.7,0.1,-38,-1.0,14,-3.5,-6,-8
O=C(Oc1ccc2c(c1)OCO2)C12CC3CC(CC(C3)C1)C2,-7,-0.5,-1.7,0,-0.1,-2,-1.7,-3,-5
COc1ccc(CCNC(=O)COc2nncc3ccccc23)cc1,-11,-0.9,-0.1,-1,-2.2,-24,-2.4,-13,-1
COc1ccccc1NC(=O)CSCC(=O)N1c2ccccc2CCc2ccccc21,-10,-0.9,-2.3,-39,0.5,2,-2.3,-3,-3
COc1ccc(-c2nc3n(c(=O)c2C#N)CCS3)c(OC)c1,-11,-0.9,-0.9,-1,0.0,20,-1.9,-4,6
CC(=O)Nc1ccc(NC(=O)CSc2nnc(-c3ccco3)o2)cc1,3,0.4,-0.6,-6,-5.3,8,-2.7,-9,5
COc1cc2c(cc1OC)CN(CCC(=O)c1ccc(Br)cc1)CC2,1,0.1,-0.1,0,-3.9,20,-2.3,-11,-3
Cc1ccc(CN2CCN(CC(=O)NCCCN3CCN(c4ccc(F)cc4)CC3)C2=O)cc1,-20,9.8,9.3,20,-2.5,51,-0.3,-5,-8
CC1(C)N=C(N)NC(Nc2ccc(Br)cc2)=N1,-2,-0.3,0.3,5,-1.0,-18,-1.0,0,-5
O=C(COC(=O)Cc1ccccc1[N+](=O)[O-])NCc1ccccc1Cl,14,0.4,-1.1,-8,-3.9,-9,-2.0,-7,-6
COC(=O)/C=C/C(=O)NCc1ccco1,-3,1.5,0.5,0,-1.0,14,-2.9,-7,-5
CC(=O)N1CCN(C(=S)c2ccc([N+](=O)[O-])cc2)CC1,-6,-1.1,-0.1,-1,-0.6,8,-1.5,-17,-2
NNC(=O)C1CC(O)CN1S(=O)(=O)c1ccc(Cl)cc1 (stereo unspecified),-5,-0.3,-0.4,-2,-1.4,-26,-1.4,-3,-9
CCCC(C(=O)NCCC(C)C)N(Cc1ccc(OC)cc1)C(=O)c1snc(C(N)=O)c1N (stereo unspecified),-10,-0.9,-0.6,-32,-0.8,34,-1.5,-8,-6
CC(=O)n1cc([C@H]2C=C(C(=O)NCc3ccccc3)O[C@@H](OCc3ccc(CO)cc3)C2)c2ccccc21,-17,1.4,2.2,-27,-1.4,28,-3.9,3,-4
